Epigenetic reg: derepresses silenced GFP reporter in murine cells; murine LDR cells, GFP reporter derepression, 30 h; Potency, µM (highest dose often 53.9 µM), without a hit: at the highest dose GFP activation, actives largely listed as activators; 280,000 compounds, 0.2% hits; AID 1865; active = well fitted activation curve with a large enough effect; inconclusive = small, poorly fitted or top-dose-only effect; note: % of control where 0% means no effect; nearly all actives have a fitted effect of over 60% in size
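Derepression of a silenced CMV-GFP reporter in murine LDR cells is scored by enumerating GFP-positive cells with a laser-scanning microplate cytometer after 30 hours of treatment at 37 C.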
* hit, by the source's call; ? = inconclusive. Potency is the fitted concentration of half-maximal effect. This is a subset, so the mix of outcomes need not match the whole.

item | SMILES | Epigenetic reg
1 | COc1ccc(NC(=O)Cn2nc(C)c3c(C)n(-c4ccccc4)nc3c2=O)cc1OC | -1.0%
2 | CC1=C(c2ccc(Cl)cc2)S(=O)(=O)N=C1N1CCC(C(=O)NCCc2ccco2)CC1 | 0.0%
3 | CC[C@@H](C)[C@@H](C(=O)Nc1ccc(C)cc1)N1Cc2ccccc2C1=O | -1.1%
4 | CCc1ccc(C2=CC(c3c(F)cccc3Cl)n3c(nc4ccccc43)N2)cc1 (centres undefined) | -1.1%
5 | CCOC(=O)C1CCC(CN(Cc2ccc(OC)cc2)S(=O)(=O)c2ccc(F)c(C(=O)Nc3ccc(C)c(C)c3)c2)CC1 (centres undefined) | 1.7%
6 | COc1ccc(Cn2ccnc2SCC(=O)Nc2nc3ccccc3s2)cc1 | -1.4%
7 | COc1ccc(NC(=O)c2cc(C(C)=O)n3ccccc23)cc1Cl | 5.2%
8 | CCOc1ccc(N(CC)C(=O)CCc2nc(-c3ccccc3F)no2)cc1 | 4.8%
9 | Cn1c(=O)c2c(nc(SCC(=O)Nc3ccc(OC(F)(F)F)cc3)n2Cc2cccc(C(F)(F)F)c2)n(C)c1=O | ?
10 | COC(=O)c1cccc(-n2c(CCC(=O)O)ccc2-c2ccc(OC)cc2)c1 | 1.0%
11 | COc1ccc(CC(=O)N2CCc3cc(OC)c(OC)cc3C2COc2ccc(F)cc2)cc1 (centres undefined) | 3.1%
12 | COc1cc(C(=O)OCc2cc(=O)n3ccsc3n2)cc(OC)c1OC | 2.9%
13 | Cc1ccc(CNc2ncnc3onc(-c4ccc(F)cc4)c23)cc1 | -2.2%
14 | CSc1ccc(C2c3c(oc4cc(C)cc(C)c4c3=O)C(=O)N2Cc2ccco2)cc1 (centres undefined) | -3.4%
15 | N#Cc1c(C(F)(F)F)cc(-c2cccs2)nc1SCC(=O)Nc1cccc(C(F)(F)F)c1 | 15.8µM*
16 | Cc1ccc(C)c(CSc2nc3ccncc3n2Cc2nc(-c3ccccc3Cl)oc2C)c1 | -0.7%
17 | COCCNc1ccc(-c2nc(-c3ccco3)no2)cc1[N+](=O)[O-] | -1.1%
18 | COc1ccccc1CNS(=O)(=O)c1ccc2c(c1)CC(=O)N2C | -1.2%
19 | CCn1c(CNC(=O)c2ccc(OC)cc2)nnc1SCC(=O)Nc1cccc(C)c1C | 1.1%
20 | Cn1cc(S(=O)(=O)c2ccccc2)c(=O)c2cc(F)c(N3CCCCC3)cc21 | 0.0%

5 entries drawn at random from those above, as already listed:
item | SMILES | Epigenetic reg
12 | COc1cc(C(=O)OCc2cc(=O)n3ccsc3n2)cc(OC)c1OC | 2.9%
20 | Cn1cc(S(=O)(=O)c2ccccc2)c(=O)c2cc(F)c(N3CCCCC3)cc21 | 0.0%
19 | CCn1c(CNC(=O)c2ccc(OC)cc2)nnc1SCC(=O)Nc1cccc(C)c1C | 1.1%
15 | N#Cc1c(C(F)(F)F)cc(-c2cccs2)nc1SCC(=O)Nc1cccc(C(F)(F)F)c1 | 15.8µM*
14 | CSc1ccc(C2c3c(oc4cc(C)cc(C)c4c3=O)C(=O)N2Cc2ccco2)cc1 (centres undefined) | -3.4%

Continuation:
item | SMILES | Epigenetic reg
21 | CCOc1ccc(NC(=O)c2cc(S(=O)(=O)NC3CCCCCC3)ccc2F)cc1 | 1.6%
22 | CCOC(=O)C(CC)n1nc(C)c2c(C)n(-c3ccc(C)cc3)nc2c1=O (centres undefined) | -1.2%
23 | CN(C)S(=O)(=O)c1ccc2c(c1)N(CC(=O)Nc1cccc(C(F)(F)F)c1)C(=O)CS2 | -2.6%
24 | CCC(CC)C(=O)Nc1c(C(=O)N2CCN(c3ccccc3F)CC2)oc2ccccc12 | -3.9%
25 | Cc1cccn2c(=O)c(C(=O)NCc3cccc(F)c3)cnc12 | -1.3%
26 | O=C(Nc1nc2ccc(S(=O)(=O)N3CCCC3)cc2s1)c1ccc(F)cc1 | ?
27 | CCOC(=O)c1noc2ncn(CC(=O)Nc3ccc(C)c(F)c3)c(=O)c12 | -1.7%
28 | CC1CCN(C(=O)CN2c3ccc(C(C)C)cc3-c3ccccc3S2(=O)=O)CC1 | -3.2%
29 | COc1ccc(OC)c(CNC(=O)c2cc3cc4ccc(OC)cc4nc3o2)c1 | -6.0%
30 | COc1ccccc1N1CCN(C(=O)c2cn(C)c3ccc(S(=O)(=O)N4CCOCC4)cc3c2=O)CC1 | 1.4%

A second format for some results above:
#4 CCc1ccc(C2=CC(c3c(F)cccc3Cl)n3c(nc4ccccc43)N2)cc1 (centres undefined)
  Epigenetic reg: -1.1%
#5 CCOC(=O)C1CCC(CN(Cc2ccc(OC)cc2)S(=O)(=O)c2ccc(F)c(C(=O)Nc3ccc(C)c(C)c3)c2)CC1 (centres undefined)
  Epigenetic reg: 1.7%
#6 COc1ccc(Cn2ccnc2SCC(=O)Nc2nc3ccccc3s2)cc1
  Epigenetic reg: -1.4%
#7 COc1ccc(NC(=O)c2cc(C(C)=O)n3ccccc23)cc1Cl
  Epigenetic reg: 5.2%

Going on with the list.
item | SMILES | Epigenetic reg
31 | CCOc1ccccc1NC(=O)N1CCC(n2c(C)nc3cccnc32)CC1 | -0.8%
32 | COc1ccccc1NC(=O)CSc1cn(CC(=O)N2CCCC2)c2ccccc12 | 5.6%
33 | CCc1c(C)c2ccc(O)c(CN3CCN(c4ccc(OC)cc4)CC3)c2oc1=O | -1.3%
34 | Cc1ccc(-c2cnc(C3CC3)o2)cc1S(=O)(=O)Nc1cccc(C)c1C | 1.3%
35 | CCOc1ccc(NC(=O)Cn2c(=O)oc3cc(S(=O)(=O)N4CCCCCC4)ccc32)cc1 | -1.1%
36 | O=C(NCC(c1cccs1)S(=O)(=O)c1cccs1)c1ccc(F)c(F)c1 (centres undefined) | 0.5%
37 | CC1CCN(Cc2c(O)ccc3c(=O)c(Oc4ccccc4Cl)c(C(F)(F)F)oc23)CC1 | -0.1%
38 | COc1ccc(OC)c(NC(=O)CSc2ccc(-c3cccs3)nn2)c1 | 5.8%
39 | CC1=C(C(=O)OCC2CCCCC2)C(c2c(F)cccc2Cl)CC(=O)N1 (centres undefined) | 3.1%
40 | CCc1ccc(S(=O)(=O)Nc2cc3c(C(=O)OCc4ccccc4)c(C)oc3c3ccccc23)cc1 | 3.5%
41 | Cc1cccc(NC(=O)CN(C)S(=O)(=O)c2cnc[nH]2)c1C | -4.4%
42 | CCOc1ccc(NC(=O)c2ccc(-c3nc(COc4ccccc4)c(C)o3)cc2)cc1 | -1.8%
43 | CC1=C(c2ccc(F)cc2)S(=O)(=O)N=C1N1CCC(C(=O)NCCc2cccc(C)c2)CC1 | 2.9%
44 | CC(C)N1C(=O)C(O)(c2c[nH]c3ccccc23)c2ccccc21 (centres undefined) | -1.1%
45 | Cc1cccc(NS(=O)(=O)c2ccc3c(c2)n(C)c(=O)n3C)c1C | -0.8%
46 | O=C(Nc1ccc2c(c1)OCO2)c1cc(-c2ccc(Br)cc2)on1 | 2.6%
47 | Cc1ccc(S(=O)(=O)C2(C(=O)Nc3ccc(C)c(Cl)c3)CC2)cc1 | -0.9%
48 | Cc1ccc(C)c(NC(=O)N2CCC(CN3CCOCC3)CC2)c1 | -1.1%
49 | CCC(=O)Nc1ccc(CC)cc1-c1nc2ccccc2n(CC(=O)Nc2ccccc2C)c1=O | -2.4%
50 | COc1ccc(CCN2C(=O)N(c3ccc(C)cc3)C(=O)C2CC(=O)Nc2ccc(F)cc2)cc1 (centres undefined) | -4.3%
51 | CCOc1ccccc1N1CC(c2nc3ccccc3n2CCOc2ccc(OC)cc2)CC1=O (centres undefined) | 0.3%
52 | CCOC(=O)c1ccc(NC(=O)CC2Nc3cc(C)c(C)cc3NC2=O)cc1 (centres undefined) | 9.0%
53 | CCN(C(=O)NCc1noc2ccccc12)c1cc(C)ccc1C | 12.1%
54 | O=C(CCn1c(=O)c2sccc2n(Cc2cccc(F)c2)c1=O)NCc1ccc2c(c1)OCO2 | 5.5%
55 | COc1cccc(C2C=C(c3ccccc3)Nc3c(C(=O)Nc4ccccc4)cnn32)c1OC (centres undefined) | 0.0%
56 | CCOc1ccc(Nc2ncnc3c2nc2n3CCCCC2)cc1 | -2.3%
57 | O=C(COCc1cc(-c2cccs2)on1)Nc1cccc(Cl)c1Cl | 0.0%
58 | O=C(C1CCN(S(=O)(=O)Cc2ccccc2)CC1)N1CCN(c2ccccc2F)CC1 | -6.0%
59 | O=C(CCC1N=C2c3ccccc3N=C(SCc3cccc(Cl)c3)N2C1=O)NCc1cccs1 (centres undefined) | -0.5%
60 | N#Cc1cccc(NC(=O)C2CCN(c3nc(-c4ccc(Cl)cc4)no3)CC2)c1 | 10.9%
61 | CC(C)(C)OC(=O)N1CCC(c2nnc(SCc3cccc(Cl)c3)o2)CC1 | 0.8%
62 | CCOC(=O)c1c(-c2ccc(C)cc2)csc1NC(=O)c1cc(-c2ccc(Cl)cc2)on1 | -0.8%
63 | O=C(NC1CCCCCC1)C1CCN(C(=O)N2CCOc3ccccc32)CC1 | 0.0%
64 | COc1ccc(C(=O)Nc2nnc(S(=O)(=O)N3CCC(C)CC3)s2)cc1OC | 4.2%
65 | Cc1ccccc1CN1C(=O)c2ccccc2S(=O)c2ccc(C(=O)NCc3ccc(Cl)cc3)cc21 (centres undefined) | 0.0%
66 | CCn1c(=O)cc(OCC(=O)Nc2ccccc2Cl)c2ccccc21 | -3.5%
67 | COc1ccccc1NC(=O)C1=C(C)Nc2ncnn2C1c1ccc[nH]1 (centres undefined) | 1.7%
68 | Cc1cc(NC(=O)c2ccc3c(c2)N(Cc2cccc(Cl)c2)C(=O)c2ccccc2S3=O)ccc1Br (centres undefined) | 0.8%
69 | CC(C)c1ccc(NC(=O)CN2C(=O)COc3ccc(S(=O)(=O)Nc4ccccc4)cc32)cc1 | 6.4%
70 | CCOc1cc(CNC(=O)c2ccc(Cn3c(=O)c4cccn4c4cccnc43)cc2)ccc1OC | ?
71 | CC(C)(C)C1CCc2c(sc(NC(=O)c3ccc(Cl)cc3)c2C(=O)NCc2ccco2)C1 (centres undefined) | -6.2%
72 | CCN(CC)CCNC(=O)C1CCN(C(=O)c2cnn(-c3ccccc3)c2-n2cccc2)CC1 | -3.5%
73 | Cc1cccc(C)c1-n1ncc(C(=O)Nc2ccc3c(c2)OCO3)c1C1CCN(C(=O)OC(C)(C)C)CC1 | -1.3%
74 | Cc1ccc(-c2nn3c(-c4ccccc4)nnc3c3ccccc23)cc1 | -1.0%
75 | O=S(=O)(NCc1ccccc1)c1ccc(-c2cnc(C3CC3)o2)cc1 | 4.4%
76 | CCc1cccc(-n2nnc(-c3nc(-c4ccccc4Cl)no3)c2N)c1 | -4.2%
77 | Cc1ccc(-c2nc3c4ccccc4n(CC(=O)N4CCN(c5ccccc5F)CC4)c(=O)n3n2)cc1 | -0.1%
78 | Cc1cccc(OCCCC(=O)Nc2sc3c(c2C(N)=O)CCC(C)C3)c1 (centres undefined) | -1.6%
79 | CCOc1ccc(-n2cc(-c3ccccc3)c3c(NCc4ccc(F)cc4)ncnc32)cc1 | 2.5%
80 | Cc1cc(C(F)F)n2nc(C(=O)Nc3cc(Cl)ccc3C)nc2n1 | 1.9%

Later entries
item | SMILES | Epigenetic reg
81 | Cc1nc(-c2ccc(S(=O)(=O)Nc3ccc(C)c(N(C)C)c3)cc2)co1 | 0.0%
82 | CN(C)CCCn1c(-c2ccc(Cl)cc2)csc1=Nc1ccccc1 | 2.1%
83 | O=C(Cn1cc(S(=O)(=O)Cc2ccccc2Cl)c2ccccc21)NCCc1ccccc1 | 0.0%
84 | CCOC(=O)C1CCC(CN(Cc2c(Cl)cccc2Cl)S(=O)(=O)c2ccc(F)cc2)CC1 (centres undefined) | 4.7%
85 | CCc1ccc(C(c2ccccc2)c2c(C)[nH]c3ccccc23)s1 (centres undefined) | 0.0%
86 | COc1cc(C(=O)Nc2ccc(NC(=O)c3ccc(Br)cc3)cc2)cc(OC)c1OC | -2.0%
87 | Cc1ccccc1CN1C(=O)c2ccccc2Sc2ccc(C(=O)NCCc3ccccc3)cc21 | 5.6%
88 | CCc1nn(CC(=O)NCCc2ccc(OC)cc2OC)c(=O)c2cc3sccc3n12 | 3.6%
89 | O=C(CCC(=O)c1ccccc1)Nc1ccc(F)c(Cl)c1 | 0.0%
90 | Cc1ccc(Cl)cc1-n1c(=O)cc(N2CCN(c3ccc(F)cc3)CC2)[nH]c1=O | 0.0%
91 | Cc1cccc(NC(=O)c2ccc(F)c(S(=O)(=O)N3CCN(c4ccc(F)cc4)CC3)c2)c1 | 6.0%
92 | CCCS(=O)(=O)c1nc(S(=O)(=O)c2ccc(C)cc2)c(N(CC)CC)s1 | 1.3%
93 | Cc1cc(Nc2ccc(C)c(C)c2)n2cnnc2n1 | -6.1%
94 | COC(=O)Cc1c(C)c2cc3c(c(C)c2oc1=O)OCN(CCc1ccc(F)cc1)C3 | -1.9%
95 | O=C(CNC(=O)c1ccc(Cl)cc1)OCc1cc(=O)n2nc(C3CC3)sc2n1 | 2.3%
96 | CCCSc1ncc(Cl)c(C(=O)N(Cc2ccc(N(C)C)cc2)C2CCS(=O)(=O)C2)n1 (centres undefined) | -1.9%
97 | Cc1ccc(C(=O)NCCc2csc(-c3cccc(F)c3)n2)cc1C | -0.9%
98 | Cc1nn(C)c2c1c(C(F)(F)F)cc(=O)n2C(C)C(=O)NCCc1ccccc1 (centres undefined) | 0.0%
99 | Cc1ccc(CNC(=O)c2ccc(CN3CC(=O)N4CCCCC4C3=O)cc2)cc1 (centres undefined) | -1.2%
100 | CC(Nc1oc(-c2ccc(COc3ccc(Cl)cc3)o2)nc1C#N)c1ccccc1 (centres undefined) | ?
101 | COCCN(Cc1ccco1)C(=O)c1cc2c(=O)[nH]c3ccc(C)cc3c2s1 | 1.4%
102 | COc1ccc(CNS(=O)(=O)c2cc3c(cc2Cl)N(C(C)=O)CCO3)cc1 | 2.2%
103 | CC(=O)Nc1ccc(NC(=O)CCCc2nc(-c3ccc(C(C)(C)C)cc3)no2)cc1 | 0.0%
104 | CCC(C)NC(=O)c1c2c(nc3ccccc13)C(=O)N(C1CCCCC1)C2 (centres undefined) | 0.0%
